# Screening data (PubChem BioAssay)
# All columns: NCI-60 one-dose screen, growth in % after 48 h at 10 µM unless noted; 100 = growth as untreated, 0 = no growth, -100 = all killed.
# MALME-3M = MALME-3M melanoma. AID 1794766. 78,000 compounds, 5.8% hits
# BT-549 = BT-549 breast cancer; 78,000 compounds, 4.4% hits
# SK-MEL-28 = SK-MEL-28 melanoma | 81,000 compounds, 4.1% hits
# T-47D = T-47D breast cancer; 79,000 compounds, 5% hits
# SK-MEL-2 = SK-MEL-2 melanoma; AID 1794763; 77,000 compounds, 4.7% hits
# UACC-257 = UACC-257 melanoma; 78,000 compounds, 4.4% hits; AID 1794764
# HS 578T = HS 578T breast cancer; 78,000 compounds, 4.1% hits
# UACC-62 = UACC-62 melanoma | 81,000 compounds, 5.4% hits | AID 1794756
# Starred values were filed as active, the others as inactive; . = not tested or not shown; & = joins results of further samples; [ ] = another dose, or the depositor's remark. The calls were made as follows: active = growth percent below 10; inactive = the rest.
# Sample of the layout:
SMILES,MALME-3M,BT-549,SK-MEL-28,T-47D,SK-MEL-2,UACC-257,HS 578T,UACC-62
O=C(CSc1nnc(-c2cccs2)n1-c1ccccc1)Nc1ccccc1,35,86,77,78,108,85,33,68
COc1ccc(/C=N/NC(=O)Cn2c(C(C)C)nc3ccccc32)cc1,89,100,107,87,99,95,79,91
C#C[C@]1(O)CC[C@H]2[C@@H]3CC=C4c5sc(-c6ccccc6C)nc5CC[C@]4(C)[C@H]3CC[C@@]21C,110,114,83,90,105,103,97,87
O=C(Cn1nnc2ccccc21)N/N=C/c1ccncc1,102,103,106,99,91,101,90,102
CNCCCNc1nc2ccccc2c2c(=O)c3cc(F)ccc3sc12,84,87,50,22,91,92,38,-1.9*
NCCNCc1ccccc1,107,110,107,113,121,101,116,101
Cc1ccc(-c2nn(-c3ccccc3)cc2C=C2C(=O)ON=C2C(C)C)cc1,85,113,89,79,85,96,56,76
CCOC(=O)N(C1CCCCC1)C1CCCCC1,103&104,120&91,105&106,111&105,109&107,95,101&102,106&100
COc1ccc(N2CCN(/C(=N\c3sc(-c4ccccc4)nc3-c3ccccc3)c3ccccc3)CC2)cc1,110,108,110,85,102,95,105,85
NC1CCC(Nc2nc(NCc3ccc(-c4ccccc4O)nc3)c3ncn(C4CCCC4)c3n2)CC1 (centres undefined),-76*,-28*,-59*,-34*,-81*,-69*,8.9*,-55*
Nc1cccc(OCCCCCOc2cccc(N)c2)c1,98,68,108,85,86,94,94,30

# All compounds of this part, repeating the preview:
SMILES,MALME-3M,BT-549,SK-MEL-28,T-47D,SK-MEL-2,UACC-257,HS 578T,UACC-62
O=C(CSc1nnc(-c2cccs2)n1-c1ccccc1)Nc1ccccc1,35,86,77,78,108,85,33,68
COc1ccc(/C=N/NC(=O)Cn2c(C(C)C)nc3ccccc32)cc1,89,100,107,87,99,95,79,91
C#C[C@]1(O)CC[C@H]2[C@@H]3CC=C4c5sc(-c6ccccc6C)nc5CC[C@]4(C)[C@H]3CC[C@@]21C,110,114,83,90,105,103,97,87
O=C(Cn1nnc2ccccc21)N/N=C/c1ccncc1,102,103,106,99,91,101,90,102
CNCCCNc1nc2ccccc2c2c(=O)c3cc(F)ccc3sc12,84,87,50,22,91,92,38,-1.9*
NCCNCc1ccccc1,107,110,107,113,121,101,116,101
Cc1ccc(-c2nn(-c3ccccc3)cc2C=C2C(=O)ON=C2C(C)C)cc1,85,113,89,79,85,96,56,76
CCOC(=O)N(C1CCCCC1)C1CCCCC1,103&104,120&91,105&106,111&105,109&107,95,101&102,106&100
COc1ccc(N2CCN(/C(=N\c3sc(-c4ccccc4)nc3-c3ccccc3)c3ccccc3)CC2)cc1,110,108,110,85,102,95,105,85
NC1CCC(Nc2nc(NCc3ccc(-c4ccccc4O)nc3)c3ncn(C4CCCC4)c3n2)CC1 (centres undefined),-76*,-28*,-59*,-34*,-81*,-69*,8.9*,-55*
Nc1cccc(OCCCCCOc2cccc(N)c2)c1,98,68,108,85,86,94,94,30
COc1cccc(C(=O)NNc2nc(Cl)nc(N3CCN(C(c4ccccc4)c4ccccc4)CC3)n2)c1,84,82,89,83,79,88,92,76
C/C(=N/NC(N)=S)c1sc(Nc2ccccc2)nc1C,93,89,107,76,107,86,108,94
CC(CN(C)C)CN1c2ccncc2Sc2ccncc21 (centres undefined),103,98,128,112,99,100,105,98
CCCS(=O)(=O)Oc1ccc2c3c(c(=O)oc2c1)CCCCC3,108,105,96,85,.,115,100,93
COc1ccc(NCc2cn(-c3ccc(C(=O)O)cc3)nc2-c2ccc(C(=O)O)cc2)cc1C(F)(F)F,78,98,97,93,106,100,83,94
O=C(NCCCl)c1cccc(F)c1,146,84,119,91,93,109,96,87
CCN(CC)CCC(=O)c1ccc(OC)c2ccccc12,104,80,122,29,92,89,96,91
OC(CNc1ccnc2cc(Cl)ccc12)CNc1ccnc2cc(Cl)ccc12,-78*,85,-83*,9.1*,104,94,89,88
Cc1ccc(N=C=O)cc1N1C(=O)N(c2cc(N=C=O)ccc2C)C1=O,110,101,110,87,90,97,117,92
Cc1cc(C)n(N)c(=O)c1C#N,100,93,111,.,111,95,100,106
CCN1CC2=C(Nc3nc(SC)[nH]c(=O)c3C2c2ccc3c(c2)OCO3)/C(=C/c2ccc3c(c2)OCO3)C1 (centres undefined),116,115,112,106,115,102,101,95
Cc1ccc(S(=O)(=O)N(C)c2ccc3c(c2)C(=O)c2ccccc2-3)cc1,104,96,105,96,.,.,102,76
Clc1ccc(-c2nnc(CNc3ccccn3)o2)cc1,98,101,99,79,98,89,94,95
O=S(=O)(NO)c1ccc(Cl)cc1,101,113,98,98,98,81,98,95
# (cont.)
SMILES,MALME-3M,BT-549,SK-MEL-28,T-47D,SK-MEL-2,UACC-257,HS 578T,UACC-62
O=c1[nH]c2cc3c(cc2n2cccc12)oc1ccccc13,102,97,116,76,103,108,106,104
C=C(C)[C@@H]1CC[C@]2(C(=O)NCCCO)CC[C@]3(C)[C@H](CC[C@@H]4[C@@]5(C)CCCNC(C)(C)[C@@H]5CC[C@]43C)[C@@H]12,-74*,78,51,44,94,-44*,62,84
N#Cc1c(NC(=O)c2ccc([N+](=O)[O-])o2)[n+]([O-])c2ccc(F)cc2[n+]1[O-],96,78,105,96,97,.,101,90
CC[C@@H](C)[C@H](NC(=O)Cn1cc(CNC(=O)[C@@H](NC(=O)OCc2ccccc2)C(C)C)nn1)C(=O)O,105,107,113,116,110,101,104,100
Cc1ccc(-c2cc3nc(C(Cl)Cl)nc(-c4ccccc4C)n3n2)cc1,73,89,89,50,95,101,82,60
O=C(Nc1cccc([N+](=O)[O-])c1)OCC#CCCl,83,64,86,.,76,48,79,85
CSc1nc2c(c(=O)[nH]1)C(c1ccc(C)cc1)C1=C(N2)/C(=C/c2ccc(C)cc2)CN(C)C1 (centres undefined),99,109,108,89,95,104,96,121
CCCCSc1nc(N)nc2nc[nH]c12,111,90,104,88,94,94,98,93
NC[C@@](O)(c1ccc(Cl)cc1)c1ccc(-c2cn[nH]c2)cc1,-25*,15,3.2*,-58*,.,-24*,.,-2.0*
CCOC(=O)c1c(C)nc2ccccc2c1/C=C/c1cccc(OC)c1,135,70,105,27,88,88,103,45
Nc1c(C(=O)Nc2ccccc2Cl)sc2nc3c(cc12)CCCCCCCC3,97,106,88,87,79,86,92,70
Cc1ccc(NC(=O)NNC(=O)/C=C/c2cn(-c3ccccc3)nc2-c2ccc(C)cc2)cc1,94,103,91,60,90,105,102,51
CC(=O)Oc1ccccc1C,101,112,111,92,111,107,114,97
COC1OC2COC(c3ccccc3)OC2C(O)C1N (centres undefined),.,104,113,90,103,100,114,94
COC(=O)c1ccc(Nc2nc(N)nn2Cc2cccc(Br)c2)cc1,87,85,106,90,112,99,.,96
COc1cc(/C=C2/C=C(c3ccc(Cl)cc3)N(CCc3ccc(S(N)(=O)=O)cc3)C2=O)cc(OC)c1OC,94,45,114,77,100,86,96,78
FCc1nc2nc(Cl)c(Cl)nc2[nH]1,97,104,105,101,107,99,101,95
CC(=O)OC1C[N+](C)(C)CCCC1(c1ccccc1)c1ccccc1 (centres undefined),106,104,106,90,103,75,106,.
N#Cc1c(N)nc(Nc2nc3ccccc3[nH]2)nc1-c1ccc(Cl)cc1Cl,136,99,103,105,114,110,.,95
CNC(=O)c1cc(N2CCc3cc(NC(=O)Nc4ccc(Cl)c(C(F)(F)F)c4)ccc32)ccn1,65,72,67,49,88,73,45,52
C=C1CC[C@@H]2[C@](C)(COC(C)=O)[C@H](OC(C)=O)CC[C@@]2(C)[C@@H]1CC(NCCCC)C1=CCOC1=O (some centres undefined),98,89,98,72,.,85,98,72
Cc1cc(=O)oc2cc(OCCCCOc3ccc(/C=C/C(=O)Nc4ccc(F)c(Cl)c4)cc3)ccc12,71,93,93,67,117,98,111,92
Cc1[nH]nc2c1C(c1ccccc1)N(Cc1ccccc1)OC2 (centres undefined),106,101,104,84,109,98,102,96
c1ccc(Cc2ccccc2)cc1,96,123,112,93,.,.,77,103
CC1=NN(c2cccc(Cl)c2)C(=O)/C1=C\c1coc2ccccc2c1=O,108,98,110,93,96,98,96,92
# Additional results follow.
SMILES,MALME-3M,BT-549,SK-MEL-28,T-47D,SK-MEL-2,UACC-257,HS 578T,UACC-62
COc1cccc(NC(=O)[C@H](C(C)C)n2c(=O)[nH]c3ccccc3c2=O)c1,104,102,114,91,101,97,110,107
C=C(C)[C@@H]1CC[C@]2(C)[C@H](CC[C@@H]3[C@@H]([C@@](C)(O)CCC=C(C)C)CC[C@]32C)[C@@]1(C)CCC(=O)O,-40*[100 µM],-22*[100 µM],-83*[100 µM],17[100 µM],-42*[100 µM],29[100 µM],-17*[100 µM],-75*[100 µM]
N=C1NC(=O)C/C1=C1/Nc2ccccc2S1,99,92,85,62,74,87,94,69
Cc1ccccc1NC(=O)Oc1ccc(Cl)cc1C(=O)c1ccccc1,105,92,106,104,93,102,84,85
O=C1OC(c2ccccc2)=N/C1=C\c1cccc([N+](=O)[O-])c1,99,90,109,100,103,101,112,110
N#C/C(=C1C=C/C(=N/O)C(Br)=C/1)c1ccccc1,67,36,61,37,-22*,44,43,33
Brc1ccc2c(c1)-c1ccccc1C1=NCCN12,-32*,11,0.7*,-0.5*,-40*,-24*,37,-13*
O=S1(=O)c2ccccc2NC(c2ccccc2)C1c1ccccc1 (centres undefined),167,180,119,87,.,123,95,61
COc1ccc(/C=c2\nc3n(-c4ccccc4)c4nnc(CC#N)n4n-3c2=O)cc1,98,98,109,102,101,110,93,93
O=c1ccc(=O)n(-c2nc(-c3ccc(Br)cc3)cs2)[nH]1,80,76,89,68,100,102,92,82
COc1cc(/C=C/C(=O)CC(=O)/C=C/c2ccc(O)c(OC)c2)ccc1O,60,14,.,51,81,54,56,53
CC(CCC(=O)O)(NC(=O)c1ccc([N+](=O)[O-])cc1)C(=O)O (centres undefined),106,114,107,94,108,99,105,109
CC1(C)CC[C@]23CC[C@]4(C)[C@H](CC[C@@H]5[C@@]6(C)C=CC(=O)C(C)(C)[C@@H]6CC[C@]54C)[C@H]2[C@H]1OC3=O,96,107,102,107,106,104,94,85
Cc1cc(CSC(=N)N)c(CSC(=N)N)cc1C,140,138,105,100,100,103,103,96
Cc1cnc(Nc2ccc(OCCN3CCCC3)cc2)nc1Nc1cccc(S(=O)(=O)NC(C)(C)C)c1,-34*,-0.3*,-11*,12,.,-79*,.,-23*
O=C(/C=C/c1cc2ccc1CCCCc1ccc(cc1)CCCC2)c1ccc(NC(=O)c2ccccc2CN2C(=O)c3ccccc3C2=O)cc1,96,103,105,90,103,100,90,91
CC12CCCCC1=C(Nc1ccc(F)cc1)C(=O)O2 (centres undefined),18,90,62,52,93,45,79,50
NC(=O)c1nc2c([nH]c1=O)CCCC2,101,115,103,93,106,109,109,106
CN[C@@H]1CCC[C@H](NCCCc2ccc(F)cc2)[C@H]1c1ccccc1Cl,79,101,100,91,105,91,93,91
CC(=O)NC1=C(C#N)C(c2ccccc2Cl)c2c(ccc3ccccc23)O1 (centres undefined),48,50,66,63,59,77,75,37
Cc1ccc(/C=C/C(=O)c2ccc(S(=O)(=O)NCCNc3nc(N(C)C)nc(N4CCOCC4)n3)cc2)cc1,108,97,91,70,94,86,98,73
OCC(S)CS (centres undefined),90,126,98,89,89,74,113,76
C=CCOC(=O)/C=C(/CC(=O)OCC=C)C(=O)OCC=C,96,91,111,104,107,.,100,95
N#Cc1c(-c2ccc(Cl)cc2)nc(N2NC(=O)CC2=O)nc1N1CCOCC1,97,110,112,100,98,106,99,101
Cc1ccc(-c2cc(Cc3cccs3)c(=O)n(CN3CCN(C)CC3)n2)cc1C,117,111,121,87,.,108,100,92
# Other entries:
SMILES,MALME-3M,BT-549,SK-MEL-28,T-47D,SK-MEL-2,UACC-257,HS 578T,UACC-62
CCOC(=O)c1c2c(n3ccc(NC(=O)OC(C)(C)C)cc13)C(=O)c1ncccc1C2=O,-22*,-37*,-18*,5.2*,9.3*,-41*,-25*,-76*
COc1cc2oc(-c3cccc(NC(=O)[C@H](CCC(N)=O)NC(=O)OC(C)(C)C)c3)cc(=O)c2c(OC)c1OC,112,108,117,97,104,108,104,94
Cc1cc(NS(=O)(=O)c2ccc(-n3c(-c4ccccc4)nc(/C=C4\C=Nc5ccccc54)c3O)cc2)no1,79,49,65,38,77,71,56,65
O=C(NNc1nc2cc(Cl)ccc2n2cccc12)c1cnccn1,91,80,59,54,91,84,88,51
COCCN1CCC(CO)C1 (centres undefined),98,102,107,109,116,104,96,99
COc1cc([C@@H]2NC(=O)NC(C)=C2C(=O)Nc2nc(-c3ccc(Cl)cc3)cs2)ccc1O,95,99,110,77,105,104,101,92
CCOC(=O)C1=C(C)NC(=O)NC1c1cc(OC)c(OC)c(OC)c1 (centres undefined),114,102,97,97,103,.,106,106
CCCCCCCCCCCC(=O)OCCNC(=O)C[n+]1ccccc1,96,.,109,95,98,106,139,104
COc1cc2c(cc1-c1c(C)noc1C)ncc1nc(C3CC3)n([C@H](C)COC(F)F)c12,80,72,63,33,74,36,8.1*,26
CCOC(=O)c1c(NC(=O)c2ccc(Cl)cc2)sc2c(CN(C)C)c(O)ccc12,52,100,74,71,101,2.2*,79,103
COc1c(B(O)O)cccc1-c1nc2ccc3[nH]ncc3c2c2c1CCC2,98,60,86,48,58,111,18,58
Fc1ccc(NCCS)cc1,108,.,103,103,102,102,115,106
CC(C)CCc1nc2ccc(NCc3ccc(OCCN4CCCC4)cc3)cc2[nH]1,95,90,89,116,114,107,84,93
O=c1oc2ccccc2cc1-c1cc2ccccc2[nH]1,94,107,102,70,112,103,113,82
CN1C(=O)/C(=C/c2nc(-c3ccccc3F)n3ccccc23)c2ccccc21,.,106,102,79,86,99,81,79
